# Assay outcomes deposited in PubChem by several laboratories.
# Bim-Bcl-2: human Bim-Bcl-2 interaction inhibition; P10415; Bead-based flow cytometry, Bim peptide-Bcl-2 binding; inhibition, % at 10 µM; hit rate 0.06% among 190,000; AID 950; in the data active means inhibition above about 40%; inconclusive means no clear call, values can overlap the other calls;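 further: 0% = no compound wells with probe peptide and 100% = reference peptide inhibitor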
# Target sequence (P10415 whole entry, looked up): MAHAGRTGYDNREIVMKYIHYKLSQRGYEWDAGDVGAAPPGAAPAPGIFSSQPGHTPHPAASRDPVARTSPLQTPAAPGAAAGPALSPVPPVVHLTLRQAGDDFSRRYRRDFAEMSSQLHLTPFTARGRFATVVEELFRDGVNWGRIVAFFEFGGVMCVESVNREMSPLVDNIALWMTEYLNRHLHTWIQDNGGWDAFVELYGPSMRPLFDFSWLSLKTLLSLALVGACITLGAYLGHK
# Mcl1 Noxa PPI: disrupts binding of human Mcl-1 to Noxa peptide; inhibition, % at 21.7 µM; Q07820; TR-FRET Mcl-1/Noxa peptide binding, 2 h; hit rate 1.5% among 220,000; AID 1022;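 active means compounds that cut the protein-peptide binding signal by more than 50% relative to plate controls in a single-dose test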;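 further: His-tagged Mcl-1 with rhodamine Noxa BH3 peptide and terbium anti-His antibody; 0% = Mcl-1 plus Noxa peptide wells and 100% = peptide-only wells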
# Target sequence (Q07820 whole entry, looked up): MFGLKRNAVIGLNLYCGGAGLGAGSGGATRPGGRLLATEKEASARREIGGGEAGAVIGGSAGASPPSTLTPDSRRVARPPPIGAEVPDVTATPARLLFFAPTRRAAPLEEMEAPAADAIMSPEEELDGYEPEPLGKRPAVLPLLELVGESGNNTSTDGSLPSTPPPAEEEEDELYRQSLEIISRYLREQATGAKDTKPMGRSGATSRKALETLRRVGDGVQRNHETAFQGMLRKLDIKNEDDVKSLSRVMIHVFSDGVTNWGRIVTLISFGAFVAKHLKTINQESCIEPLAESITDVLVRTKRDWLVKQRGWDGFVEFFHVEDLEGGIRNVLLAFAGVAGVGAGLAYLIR
# RGS8-Gao: human RGS8-Galphao interaction regulation. response (percent of control binding), % at 10 µM. hit rate 0.34% among 220,000. multiplexed bead flow cytometry, RGS8-Galphao binding; actives lie on both sides. AID 1423; in the data active means response below about 60% or above about 140%; inactive means in between;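 further: Galphao activated as the GDP aluminium fluoride complex binding bead-coupled RGS8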
# Mcl1 Bid PPI: disrupts binding of human Mcl-1 to Bid peptide; TR-FRET Mcl-1/Bid-Dy647 peptide binding, 1536-well; inhibition, % at 21.7 µM; hit rate 0.97% among 220,000; AID 1021;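 active means compounds that cut the binding signal by more than half at the single screening dose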;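 further: His-tagged Mcl-1 with europium anti-His antibody binding Bid BH3 peptide; 0% = Mcl-1 plus peptide wells and 100% = peptide-only wells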
# RGS4-Gao reg: human RGS4-Galphao interaction regulation. Multiplexed bead flow cytometry, RGS4-Galphao binding; actives lie on both sides. hit rate 0.33% among 220,000. binding response (% of control), % at 10 µM. AID 1415; in the data active means binding response below about 49% or above about 150%; inactive means in between;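 further: fluorescent Galphao activated with aluminum fluoride binding bead-coupled RGS4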
# Bim-Bcl-XL: disrupts Bim peptide binding to human Bcl-XL; Q07817; bead flow cytometry, fluorescence; inhibition, % at 10 µM; hit rate 0.04% among 190,000; AID 1007
# Target sequence (Q07817 whole entry, looked up): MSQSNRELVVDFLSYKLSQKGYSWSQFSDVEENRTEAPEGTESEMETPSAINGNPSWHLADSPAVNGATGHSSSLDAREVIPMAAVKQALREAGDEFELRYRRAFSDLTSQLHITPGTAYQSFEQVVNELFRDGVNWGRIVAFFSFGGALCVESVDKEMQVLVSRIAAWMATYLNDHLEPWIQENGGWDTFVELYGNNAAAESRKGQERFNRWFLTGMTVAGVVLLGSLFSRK
# Bfl-1 Bim block: inhibitors of Bim-Bfl-1 interaction, human. Q16548. Bead-based flow cytometry, Bim-Bfl-1 binding inhibition. inhibition, % at 10 µM. hit rate 0.12% among 190,000. AID 1008;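 further: 0% = wells without compound plus tracer and 100% = blocker peptide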
# Bcl-B Bim block: inhibitors of Bim-Bcl-B interaction, human | bead-based flow cytometry, Bim peptide-Bcl-B binding | inhibition, % at 10 µM | hit rate 0.073% among 190,000 | AID 951;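 further: 0% = tracer peptide without compound and 100% = reference inhibitor peptide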
# Target sequence (Q9HD36 whole entry, looked up): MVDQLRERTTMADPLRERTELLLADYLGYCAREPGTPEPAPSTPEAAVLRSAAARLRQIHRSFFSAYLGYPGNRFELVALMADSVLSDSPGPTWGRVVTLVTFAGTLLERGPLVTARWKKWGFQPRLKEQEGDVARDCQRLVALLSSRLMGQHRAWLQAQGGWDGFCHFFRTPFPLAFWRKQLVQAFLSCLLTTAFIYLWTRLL
# RGS7-Gao: modulates binding of RGS7 to human Galphao. Multiplexed bead flow cytometry; actives lie on both sides. binding response (% of control), % at 10 µM. hit rate 0.35% among 220,000. AID 1439; in the data active means binding response below about 49% or above about 150%; inconclusive means no clear call, values can overlap the other calls; inactive means in between;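 further: fluorescent Galphao held in activated GDP-AlF4 state binding bead-coupled RGS7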
# Bim-Mcl-1: human Bim-Mcl-1 interaction inhibition. AID 1009. Q07820. hit rate 0.1% among 190,000. inhibition, % at 10 µM. Bead-based flow cytometry, Bim peptide-Mcl-1 binding;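 further: 0% = no compound tracer wells and 100% = peptide blocker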
# Bcl-W Bim block: human Bim-Bcl-W interaction inhibition. Q92843. bead-based flow cytometry, Bim peptide-Bcl-W binding. inhibition, % at 10 µM. hit rate 0.02% among 190,000;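 further: 0% = bound tracer without compound and 100% = peptide blocker; higher means less fluorescent Bim peptide bound to Bcl-W beads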
# * marks the source's active call; other numbers are inactive results; ? = inconclusive; . = no result given. Unless noted, no stated cut-off is given here; in the data, active means inhibition above about 40%. Outcome played no part in choosing rows; about 2.7% have a hit in one of these screens.
# Values run as follows: Bim-Bcl-2	Mcl1 Noxa PPI	RGS8-Gao	Mcl1 Bid PPI	RGS4-Gao reg	Bim-Bcl-XL	Bfl-1 Bim block	Bcl-B Bim block	RGS7-Gao	Bim-Mcl-1	Bcl-W Bim block
> COC(=O)CC1=NN(c2ccccc2)C(=O)C1
 : 1	19	100	-40	102	-3	-2	0	103	0	-2
> O=C(COC(=O)c1nc(-c2ccccc2)n(-c2cccc(C(F)(F)F)c2)n1)NCc1cccs1
 : -4	29	99	-5	95	-4	-16	-5	97	-4	-2
> C#CCNC(=O)C1=C[C@@H](C)C[C@@H](OCc2ccc(CO)cc2)O1
 : -5	3	97	2	98	-3	-7	-6	102	-4	-6
> O=C(NCc1ccc(Cl)cc1)C1CCN(S(=O)(=O)c2ccccc2)CC1
 : -1	19	103	-12	104	2	-3	0	105	1	1
> COc1ccc(-c2csc(N(C)C(=O)c3cccs3)n2)cc1
 : -4	-9	102	-10	98	-1	-7	-5	99	-2	-5
> CN1C=CC=C/C1=C(\C#N)c1nc2ccccc2[nH]1
 : -3	1	101	-42	102	-2	0	-5	100	-4	-3
> Cc1cc(Br)cn2ccnc12
 : -5	18	105	-6	102	0	0	0	101	-2	-1
> Cc1sc2nc(SCC(=O)O)[nH]c(=O)c2c1C
 : 0	0	101	8	102	1	0	0	102	-1	-2
> O=C(Cn1nnc(-c2ccc(F)cc2)n1)Nc1ccc2c(c1)OCCO2
 : -2	1	97	-20	97	-4	-3	-2	?	2	-5
> NC(=O)N1CCC2(CC1)NC(=O)N(c1ccccc1)N2
 : 0	-8	96	-10	96	-3	-3	-2	94	0	-1
> C#CCOCCOCCOCCNc1nc(N2CCN(C(=O)[C@H](CCC(=O)O)n3cc(C(N)Cc4ccc(O)cc4)nn3)CC2)nc(N2CCN(C(=O)[C@H](CCC(=O)O)n3cc(C(N)CC(C)C)nn3)CC2)n1 (some centres undefined)
 : -4	36	88	60*	85	-5	-7	-7	79	-4	-2
> O=C(C1=C[C@H](c2ccc(Br)cc2)C[C@H](OCCCCO)O1)N1CCOCC1
 : -8	19	107	3	109	-4	-8	-2	108	-2	0
> CCOC(=O)c1c(C)cc(=O)oc1C
 : -6	8	89	-5	89	-14	-4	-3	90	-4	-4
> C=C(C)Cn1cnc2c(oc3nc4c(cc32)CCCC4)c1=O
 : .	2	94	-12	84	.	.	.	?	.	.
> CC1(C)CC(CC(=O)O)(c2ccc(F)cc2)CCO1 (centres undefined)
 : -8	17	103	-11	102	-3	-9	-11	104	0	-1
> CCOC(=O)C1=C(C)NC(SCC(N)=O)=C(C#N)C1c1ccncc1 (centres undefined)
 : -7	10	100	-50	101	4	-10	-8	99	-1	2
> COC(=O)Cc1ccc(NC(=S)NCc2ccc(F)cc2)cc1
 : -4	0	103	-51	103	-7	-5	-6	102	-4	-8
> COc1ccc(Cc2nc3ccccc3n2CC(=O)N/N=C/c2ccc(C)cc2O)cc1OC
 : .	-97	102	4	95	.	-26	-135	92	-87	-29
> Cc1ccc(C2(CC(=O)Nc3nccs3)CCOC(C(C)C)C2)cc1 (centres undefined)
 : -8	12	102	17	103	-8	-7	-10	106	-8	-8
> CC(Oc1ccc(Cl)cc1Cl)C(=O)NCCCN(C)C (centres undefined)
 : 3	-8	101	-26	100	0	0	0	100	0	-2
> O=C(c1ccc(N2CCNCC2)cc1)c1cccnc1
 : -14	6	102	2	100	-16	-15	-14	101	-3	-1
> COc1ccc(NC(=O)CSc2n[nH]c(C)c2[N+](=O)[O-])cc1
 : -1	5	104	-13	103	-3	-3	-11	99	0	0
> CC1CC(C)(C)NC(=S)N1CCC(=O)N1CCc2ccccc21 (centres undefined)
 : 0	-13	102	-41	101	-2	-3	-4	104	0	0
> Cc1cc(C(=O)C[N+]2(C)CCOCC2)c(C)n1-c1ccc(Br)cc1
 : 3	-2	124	-39	107	0	6	3	108	3	3
> O=C1c2ccccc2C(=O)N1CCc1nc(-c2ccncc2)no1
 : -3	-10	100	-39	100	-4	-3	0	106	1	0
> O=C(O)/C=C\C(=O)Nc1ccc(Oc2ccccc2)cc1
 : 0	-13	102	-7	101	-2	0	-1	101	2	-2
> COc1ccccc1NC(=O)CSC1CC(=O)N(c2ccc3c(c2)OCO3)C1=O (centres undefined)
 : -5	.	101	-21	103	-16	-16	-12	103	-4	-6
> COc1ccc(Cc2noc(COc3ccc(Cl)cc3)n2)cc1
 : -8	23	99	-8	98	-13	0	-16	100	-13	-13
> CCOC(=O)/C(=N\Nc1cc(Cl)ccc1Cl)N1CC(C)OC(C)C1 (centres undefined)
 : .	1	100	-34	104	.	.	.	?	.	.
> CCC(CC)C(=O)NC12CC3CC(CC(C3)C1)C2
 : -6	-4	102	-10	103	-5	-16	-11	102	-1	0
> COc1ccc(N2CCN(c3cc(C)c4cccc(C)c4n3)CC2)cc1
 : -2	-6	101	-33	100	-3	-4	-5	98	0	0
> CCOC(=O)c1ccc(NC(=O)c2c(NC(=O)CCC(=O)O)sc3c2CCCCC3)cc1
 : -2	8	94	-23	94	-5	-2	-3	97	2	0
> Cc1ccc(OCC(=O)Nc2c[nH]c(=O)[nH]c2=O)cc1C
 : -1	-2	98	2	100	-4	-6	-7	99	-2	-4
> O=C(NC(=S)NCCN1CCOCC1)c1ccccc1Br
 : -5	-9	99	-13	90	-6	-2	-5	92	-5	-2
> COc1ccc(S(=O)(=O)N(C)c2ccc(C(=O)N3CCC(C(N)=O)CC3)cc2)cc1
 : -1	0	101	-17	97	-3	-1	-4	98	-1	-1
> COc1ccc(S(=O)(=O)N(C)C)cc1NC(=O)CSc1nc(N)cc(N)n1
 : .	13	100	-21	101	.	.	.	?	.	.
> O=C(CSc1nc2c(sc3ccccc32)c(=O)n1CCc1ccccc1)NCc1ccco1
 : 15	3	106	-12	109	3	9	14	106	6	9
> CC(C)C1N(C(N)=S)N=CC1(C)C (centres undefined)
 : .	15	108	-45	108	.	.	.	?	.	.
> COc1ccc(-n2cccc2C=O)cc1
 : -5	8	105	-8	105	-2	-8	-6	107	-2	-5
> COCCNCC(=O)N1CCCCCC1
 : -3	19	101	30	102	-16	-3	-5	100	-23	-5
> COc1ccc(NC(=O)Nc2ccc(OC)cc2)cc1
 : 0	7	107	-17	102	-2	-3	-2	104	-1	-3
> Cc1c(Br)c([N+](=O)[O-])nn1CC(=O)Nc1cccc2nonc12
 : 0	15	118	-29	114	-1	-5	-8	114	-2	-3
> CCC(C)C(NC(=O)OC(C)(C)C)C(=O)NC(CC(C)C)C(N)=O (centres undefined)
 : -10	1	106	-3	107	-17	-15	-9	115	-1	-2
> Cc1ccc2nc(NCC(=O)NN)nc(-c3ccccc3)c2c1
 : .	11	100	-40	99	.	.	.	?	.	.
> N#CC1=C(N)OC2=C(C(=O)CCC2)C1C1CC=CCC1 (centres undefined)
 : -2	-11	101	-16	106	-3	-6	-3	110	0	-1
> Cc1cc(NC(=O)C23CC4CC(C2)CC(n2cnc([N+](=O)[O-])n2)(C4)C3)no1
 : -1	11	101	-15	99	1	-2	-2	102	3	2
> O=[N+]([O-])c1ccccc1Sc1nccn1Cc1ccccc1
 : 2	-5	88	-15	97	10	11	9	96	7	6
> O=C(CC1S/C(=N/N=C/c2cccs2)NC1=O)Nc1ccc(Cl)c(Cl)c1 (centres undefined)
 : -4	23	102	3	99	-8	-11	-10	102	-1	-4
> O=S(=O)(c1ccccc1)N1CCCC1c1nc2ccccc2s1 (centres undefined)
 : -2	6	103	-4	98	0	0	-1	95	-3	-2
> CCOCCCNc1nc2c(C)cccn2c(=O)c1/C=C1\SC(=S)N(CC(C)C)C1=O
 : -11	21	101	-3	112	-4	-14	-17	114	-3	-2
> Cc1ccc([N+](=O)[O-])cc1NC(=O)C1CCN(S(C)(=O)=O)CC1
 : -2	12	98	2	92	-1	0	-5	106	-5	-3
> CN(CC(=O)NCC1CCCO1)S(=O)(=O)c1cc(Cl)ccc1Cl (centres undefined)
 : -2	7	92	-2	93	0	-3	3	93	-1	0
> N/C(=N\OC(=O)Cc1cccs1)c1ccc(Br)cc1
 : 0	1	102	-23	100	0	1	-3	101	-1	0
> CC(C)(CO)N1CCN(C(=S)Nc2ccccc2)CC1
 : .	4	102	-103	99	.	.	.	?	.	.
> Cc1ccc(Cn2nc(C)c(NC(=O)CSc3nc4c(c(C(F)(F)F)n3)CCc3ccccc3-4)c2C)cc1
 : -6	34	100	74*	100	-9	-14	-17	102	-3	-9
> O=C(Cc1c(F)cccc1Cl)N1CCOCC1
 : 1	-13	95	-14	90	0	5	0	?	-1	2
> Nc1nonc1C(=O)NCCc1ccccc1
 : -9	-11	102	-13	100	-6	-9	-7	105	0	0
> COc1ccc(CCNC(=O)COc2ccc(S(=O)(=O)N3CCOCC3)cc2)cc1
 : -6	-8	99	-4	101	0	-11	-5	106	-1	4
> Cc1[nH]c(=O)c(C(=O)c2cc(Cl)ccc2O)cc1C(=O)O
 : -1	1	102	-27	101	0	-4	0	?	1	0
> CCOC(=O)C1(CC2CCCCO2)CCN(Cc2c(C)cc(C)cc2-n2cccn2)CC1 (centres undefined)
 : -5	-7	99	-30	99	-8	-7	-11	101	0	-8

# New compounds follow
# Values run as follows: Bim-Bcl-2	Mcl1 Noxa PPI	RGS8-Gao	Mcl1 Bid PPI	RGS4-Gao reg	Bim-Bcl-XL	Bfl-1 Bim block	Bcl-B Bim block	RGS7-Gao	Bim-Mcl-1	Bcl-W Bim block
> CC(C)c1nn2c(N)c(/C=C3\C=Nc4ccccc43)c(=O)nc2s1
 : .	25	105	-39	105	.	.	.	?	.	.
> COc1ccc(NC(=O)OCCN2CCN(Cc3ccccc3)CCC2=O)cc1
 : -1	1	102	-5	101	-5	-4	-4	99	-2	-3
> O=C(Nc1cc(C(F)(F)F)ccc1Cl)C(Sc1cccc[n+]1[O-])c1ccccc1 (centres undefined)
 : 4	18	105	-2	103	-1	7	-11	108	-1	0
> Cc1ccc(S(=O)(=O)NC(=O)c2cc(C)n(CCCN3CCOCC3)c2C)cc1
 : -4	-3	115	-42	102	-2	-1	0	103	-4	-3
> O=C(Cn1nnc2ccccc2c1=O)Nc1cc(C(F)(F)F)ccc1N1CCOCC1
 : -9	28	102	-3	99	-10	-18	-6	100	-4	-4
> O=C(CN1CCOCC1)Nc1ccc(Oc2ccc(NC(=O)CN3CCOCC3)cc2)cc1
 : -8	6	100	-37	99	-9	-12	-8	106	-2	-1
> CCN(CC)S(=O)(=O)c1ccc(/C=C/C(=O)OCC(=O)c2c(N)n(C)c(=O)n(C)c2=O)cc1
 : -6	11	99	-19	96	0	-5	-3	?	0	0
> CCCCS(=O)(=O)C(=C1Nc2ccccc2N1)S(=O)(=O)CCCC
 : -2	0	101	-11	101	-2	-2	-1	100	-2	-1
> Cc1ccc2c(c1)c1c3n2CC(=C2C(=O)OC(C)(C)OC2=O)NC3CCC1 (centres undefined)
 : 3	22	97	-41	97	1	7	-7	95	0	4
> COC(=O)c1ccccc1N=Nc1c(C)n[nH]c1C
 : .	-3	103	-15	102	.	.	.	?	.	.
> O=C(c1cccs1)N1CCN(S(=O)(=O)Cc2ccccc2)CC1
 : 10	4	134	-8	124	6	8	5	122	6	5
